# Assay outcomes as filed in PubChem BioAssay.
# Giardia FBPA inh: qHTS Assay for Inhibitors of Fructose-1,6-bisphosphate Aldolase from Giardia Lamblia | Potency, µM (series often up to 59.6 µM), inactives show at the top dose activity, negative = inhibition, hits mostly inhibitors | A8B2U2 | 290,000 compounds, 0.71% hits | AID 2451, 2010 | purified Giardia FBPA; further: potency means the concentration at half of the fitted maximal effect; on the % scale 0 is the no-effect control and ±100 the full control effect; nearly all actives have a fitted effect of over 55% in size
# Target sequence (A8B2U2 whole entry, looked up): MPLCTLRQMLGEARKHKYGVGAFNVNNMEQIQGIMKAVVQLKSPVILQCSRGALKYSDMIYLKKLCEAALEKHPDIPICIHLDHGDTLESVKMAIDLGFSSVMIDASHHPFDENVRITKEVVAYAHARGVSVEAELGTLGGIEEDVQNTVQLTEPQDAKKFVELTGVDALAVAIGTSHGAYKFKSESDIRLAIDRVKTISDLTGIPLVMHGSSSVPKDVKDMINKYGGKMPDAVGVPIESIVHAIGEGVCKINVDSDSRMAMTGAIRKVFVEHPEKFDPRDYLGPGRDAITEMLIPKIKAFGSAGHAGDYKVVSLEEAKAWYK
#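 Giardia FBPA (40 nM reagent) was preincubated 10 min at RT with compound (up to 57.5 uM final), then substrate plus GAPDH/TPI/NAD/arsenate coupling system with diaphorase/resazurin was added; resorufin fluorescence (525/598 nm) was read after 20 min.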
# HCV inhibitor: qHTS Assay for Inhibitors of Hepatitis C Virus (HCV); Huh7.5.1 HCVcc-Cre infection, luciferase reporter, 44 h; 340,000 compounds, 3.4% hits; Potency, µM (series often up to 41.8 µM), for the others: top-dose activity change, negative = inhibition, actives largely listed as inhibitors; further: potency means the concentration at half of the fitted maximal effect; on the % scale 0 is the no-effect control and ±100 the full control effect
#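 Luciferase read-out (15 sec integration) after a 15 min room-temperature substrate step quantifies HCVcc-Cre infection. Cells, 1,000 per well, had compound added 4 h post-plating, then virus at ~0.5 moi, and were cultured 44 h.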
# CHX counter: Cycloheximide Counterscreen for Small Molecule Inhibitors of Shiga Toxin; max response, %; AID 2314, 2010; 300,000 compounds, 12% hits; cell reporter, cycloheximide protein synthesis inhibition counterscreen; in the data active means max response mostly above about 13%, no sharp cut-off; inactive means mostly below about 14%; further: read at 38.3 µM for the half of the compounds with a filed dose; 0% is about no effect
# Pf growth 48h: Primary qHTS for delayed death inhibitors of the malarial parasite plastid, 48 hour incubation; Potency, µM (series often up to 28.7 µM), for the others: top-dose activity change, negative = inhibition, usual class: inhibitors; P. falciparum luciferase growth in erythrocytes, 48 h; 310,000 compounds, 5.9% hits; further: potency means the concentration at half of the fitted maximal effect; on the % scale 0 is the no-effect control and ±100 the full control effect
#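 Erythrocytes infected with P. falciparum carrying an integrated firefly luciferase reporter (2% hematocrit, 0.1% parasitemia final) were exposed to compounds in RPMI 1640 with 0.5% Albumax at 37 C, 5% CO2. Growth inhibition was scored as reduced luminescence.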
# Shiga toxin inh: A qHTS for Small Molecule Inhibitors of Shiga Toxin | Vero cells, Shiga toxin protein synthesis inhibition reporter | inhibition, % at 38.7 µM | 290,000 compounds, 9.2% hits | AID 2315, 2010; in the data active means inhibition mostly above about 28%, no sharp cut-off; inactive means mostly below about 43%; further: 0% is about no effect
# Pf growth 96h: Primary qHTS for delayed death inhibitors of the malarial parasite plastid, 96 hour incubation | AID 504834, 2011 | P. falciparum luciferase reporter growth, 96 h | 320,000 compounds, 6.9% hits | Potency, µM (titrated, usually from 28.7 µM), for inactives: top-dose activity change, negative = inhibition, usual class: inhibitors; further: potency means the concentration at half of the fitted maximal effect; on the % scale 0 is the no-effect control and ±100 the full control effect
#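 96 h incubation, 37 C, 5% CO2, of luciferase-reporter P. falciparum-infected RBCs (2% hematocrit, 0.05% parasitemia final) with test compounds; endpoint luminescence.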
# Active calls of the source: *; ? = inconclusive; / = no result given; & = joins results of further samples; [ ] = remark or other dose. Unless noted, the call rests on the fitted dose curve; in most records, active means well fitted curve in the direction sought with a large enough effect; inconclusive means small, poorly fitted or top-dose-only effect, or another doubt; inactive means no such curve, though single readings can be large; an effect the other way counts as inactive or inconclusive.
item	canonical_smiles	Giardia FBPA inh	HCV inhibitor	CHX counter	Pf growth 48h	Shiga toxin inh	Pf growth 96h
1	Cc1ccoc1C(=O)N1CCCCC1C(=O)O (configuration not stated)	-4%	-2%	-2	6%	-17	-11%
2	COc1ccc2c(Cl)c(C(=O)N/N=C3\CCCC(=O)C3)sc2c1	-11%	16%	14	?	47*	?
3	COc1ccccc1C(=O)NC(C)c1ccccc1 (configuration not stated)	-2%	-21%	1	/	-6	?
4	Cc1cc(/C=N/NC(N)=S)c(C)n1-c1ccc(Cl)c(Cl)c1	?	?	-1	13µM*	-47	12µM*
5	Cc1ccccc1CCN1CCCC(CN(C)C(=O)C(=O)c2ccco2)C1 (configuration not stated)	-13%	-9%	18*	29%	37	10%
6	COc1ccc(CNC(=O)CN(c2cc(C)cc(C)c2)S(=O)(=O)c2c(C)noc2C)cc1	-1%	-9%	-3	/	-10	-1%
7	O=C1C2C3c4ccccc4C(c4ccccc43)C2C(=O)N1/N=C/c1cccc(O)c1 (configuration not stated)	-19%	?	-4	-5%	3	12%
8	CN(Cc1ccccc1)C(=O)CCS(=O)(=O)c1ccc2c(c1)n(C)c(=O)c(=O)n2C	7%	12%	-3	-5%	-2	-22%
9	O=C(COC(=O)CC1CC2CCC1C2)Nc1ccc(Cl)c(S(=O)(=O)N2CCOCC2)c1 (configuration not stated)	/	-19%	/	?	/	-18%
10	S=C(NCC1CCCO1)Nc1ccc(Cl)c(Cl)c1 (configuration not stated)	1%	?	13	34%	50*	3%
11	CC(C)Oc1ccc(C2CC(=O)N(c3cccc(/C=C/C(=O)O)c3)C2=O)cc1 (configuration not stated)	-7%	6%	1	/	-1	7%
12	COc1ccc(-n2c(SCC(=O)NCc3ccco3)nnc2-c2c[nH]c3ccccc23)cc1	2%	-28%	1	?	9	?
13	CC12CCC(C(=O)Nc3ccc(SC(F)F)cc3)(CC1=O)C2(C)C (configuration not stated)	-1%	16%	1	-8%	-8	68%[activator]
14	C=CCn1c(SCC(=O)Nc2cccc(S(=O)(=O)N(C)c3ccccc3)c2)nnc1C1CC1	/	-10%	/	-20%	/	?
15	CN1CCN(S(=O)(=O)c2cccc(C(=O)N(C)C(c3ccccc3)c3ccccc3)c2)CC1	/	6%	/	?	/	?
16	COc1ccc(/C=N/NC(=O)CCn2cnc3ccccc32)cc1	3%	-3%	23	9%	20	32%[activator]
17	CCCn1nc([N+](=O)[O-])c(C(C#N)c2nc3ccccc3s2)c(Cl)c1=O (configuration not stated)	0%	?	-1	/	-24	-37%
18	CCOC(=O)C(=O)NNc1ccccc1C	4%	-1%	-2	5%	-14	?
19	Cc1nn(CC(=O)N2CCCCC2)c(=O)c2nn(-c3ccccc3)c(C)c12	1%	10%	-1	-6%	-2	-26%
20	CCN(CC(N)=O)S(=O)(=O)c1ccc(Br)cc1	1%	19%	-2	6%	-4	/
21	Cc1cnc(C(=O)OCC(=O)Nc2ccc(OCc3ccccc3)cc2)cn1	/	27%	/	324%[activator]	/	331%[activator]
22	CCCN(CC1CC1)C(=S)Nc1ccc(C(C)=O)cc1	-5%	-3%	-2	30%[activator]	4	-35%
23	Cc1cccc(NC(=O)C2CCN(S(=O)(=O)c3cccc4cccnc34)CC2)c1	6%	-24%	-2	/	-6	5.9µM*
24	CC(C)[C@H](NC(=O)c1ccccc1)C(=O)Nc1cccc(S(=O)(=O)N2CCOCC2)c1	/	6%	/	?	/	?
25	N#Cc1ccsc1NC(=O)CCN1CCN(C(c2ccccc2)c2ccccc2)CC1	8%	?	-3	?	-10	?

# Exported with two lines to a compound: entries from further up.
# Second line of a record: Giardia FBPA inh | HCV inhibitor | CHX counter | Pf growth 48h | Shiga toxin inh | Pf growth 96h
16. COc1ccc(/C=N/NC(=O)CCn2cnc3ccccc32)cc1
    3% | -3% | 23 | 9% | 20 | 32%[activator]
17. CCCn1nc([N+](=O)[O-])c(C(C#N)c2nc3ccccc3s2)c(Cl)c1=O (configuration not stated)
    0% | ? | -1 | / | -24 | -37%

# The listing picks up, starting five compounds before the break.
item	canonical_smiles	Giardia FBPA inh	HCV inhibitor	CHX counter	Pf growth 48h	Shiga toxin inh	Pf growth 96h
21	Cc1cnc(C(=O)OCC(=O)Nc2ccc(OCc3ccccc3)cc2)cn1	/	27%	/	324%[activator]	/	331%[activator]
22	CCCN(CC1CC1)C(=S)Nc1ccc(C(C)=O)cc1	-5%	-3%	-2	30%[activator]	4	-35%
23	Cc1cccc(NC(=O)C2CCN(S(=O)(=O)c3cccc4cccnc34)CC2)c1	6%	-24%	-2	/	-6	5.9µM*
24	CC(C)[C@H](NC(=O)c1ccccc1)C(=O)Nc1cccc(S(=O)(=O)N2CCOCC2)c1	/	6%	/	?	/	?
25	N#Cc1ccsc1NC(=O)CCN1CCN(C(c2ccccc2)c2ccccc2)CC1	8%	?	-3	?	-10	?
26	COCCn1c(SCC(=O)NCC2CCCO2)nc2c([nH]c3ccccc32)c1=O (configuration not stated)	/	-6%	-2	84%[activator]	-13	2%
27	Cc1onc(-c2ccccc2Cl)c1C(=O)Nc1nnc(-c2cccc([N+](=O)[O-])c2)s1	?	4%	1	?	9	?
28	CC(=O)Oc1cc2oc(=O)c3c(c2cc1Cl)CCC3	-1%	-6%	1	?	-15	40%[activator]
29	Cc1cccc(N2C(=O)CC(n3ccnc3)C2=O)c1C (configuration not stated)	-3%	5%	11	11%	-9	?
30	Cc1ccc(C)c(CN2CCC(CNC(=O)CCc3nnc4ccc(N5CCCCC5)nn34)CC2)c1	/	?	-1	?	-10	?
31	CN1CCC[C@@H]1CCO[C@](C)(c1ccccc1)c1ccc(Cl)cc1	-1%	?	/	12µM*	/	15µM*
32	CCCc1cc(=O)[nH]c(NCc2ccc(Cl)cc2)n1	1%	-27%	-3	-26%	-13	16%
33	COc1ccc(NC(=O)Cn2cnc3c(oc4nc5c(cc43)COC(C)(C)C5)c2=O)cc1	2%	4%	11	-6%	14	?
34	Cc1cc(C)cc(N(C(=O)c2snc(C(N)=O)c2N)C(C(=O)NCC2CCCO2)c2cccs2)c1 (configuration not stated)	-3%	11µM*	7	?	20	-1%
35	CCS(=O)(=O)c1nc(S(=O)(=O)c2ccc(C)cc2)c(N2CCC(O)CC2)s1	/	0%	-3	0%	-4	?
36	CNC(=S)N1CCc2sccc2C1C (configuration not stated)	-17%	18%	-2	?	-10	44%[activator]
37	Cc1ccccc1Oc1ncnc(N)c1[N+](=O)[O-]	2%	4%	3	-3%	-7	?
38	N/C(=N\OS(=O)(=O)c1ccc(Cl)cc1)c1ccccn1	-6%	4%	17*	37%[activator]	56*	-11%
39	CCN(CC)C(=O)C(=O)c1cccn1-c1cccc(OC)c1C#N	-4%	9%	-1	18%	-14	11%
40	Cc1ccc(S(=O)(=O)N2CCN(C(=O)C3=COCCO3)CC2)cc1C	0%	-2%	-2	/	-5	-10%
41	O=Cc1cn(CC(=O)N2CCCCC2)c2ccccc12	6%	15%	-2	-1%	15	0%
42	COc1cccc(Sc2ccccc2CN(C)C)c1	-10%	-6%	-2	15%	-14	0%[5.75 µM]
43	Cc1nn(-c2ccccc2)c(C)c1C(=O)NCCc1ccc(Cl)cc1	/	-16%	-2	4%	-17	-15%
44	Cc1cccc(CCNS(=O)(=O)c2ccc3c(c2)CCN3C(=O)CCC(=O)O)c1	/	0%	-2	8%	4	?
45	Clc1ccc(CN(Cc2ccc(Cl)cc2)c2nn[nH]n2)cc1	8%	-5%	-1	9%	80	2%
46	COc1cccc(CNS(=O)(=O)c2ccc(-n3cnnn3)c(C)c2)c1	/	4%	3	-11%	3	-11%
47	C/C(=N\NC(=O)COc1c(C)cccc1C)c1cccs1	1%	-11%	7	4%	24	?
48	CCCCC(=O)N1C/C=C\C(c2ccc(OC)cc2)N(Cc2ccc(F)cc2)C(=O)C1C (configuration not stated)	-1%	/	22	/	33	/
49	CCCCCCn1c(SCC(=O)OC)nc2c1c(=O)[nH]c(=O)n2C	-9%	5µM*	-4	8%	2	2%
50	O=c1cc(-c2ccco2)oc2ccc(Cl)cc12	6%	?	1	40%[activator]	28	-4%
51	CN(CC(=O)Nc1ccc(F)cc1)C(=O)CN1C(=O)NC2(CCCc3ccccc32)C1=O (configuration not stated)	/	-4%	-2	?	-12	?
52	CCOC(=O)C1(Cc2ccccc2)CCN(C2Cc3ccccc3C2)CC1	-1%	8%	-5	?	-2	?
53	Cc1cc(-c2ccccc2)nc(=O)[nH]1	-11%	29%	-2	20%	-5	6.6µM*
54	CC(=O)Cc1nnn(-c2cc(C)on2)n1	2%	/	6	43%[activator]	14	48%[activator]
55	CC(=O)c1ccc(NC(=O)C(C)NCc2ccc(Cl)cc2)cc1 (configuration not stated)	5%	-10%	33*	-11%	18	?
56	CCOc1cccc(-c2c(C(=O)N/N=C/c3ccc(C)o3)nnn2-c2nonc2N)c1	/	-8%	-9	-18%	-5	?
57	CCOC(=O)C(CC(=O)c1ccccc1)CC(=O)c1ccccc1	4%	8%	39*	75%[activator]	113*	75%[activator]
58	O=[N+]([O-])c1ccc(C(O)CN2CCN(c3ccccc3)CC2)cc1 (configuration not stated)	3%	19%	-4	?	-3	?
59	CCC1Oc2ccc(C)cc2N(CC(=O)N(Cc2cccnc2)Cc2ccc(C)o2)C1=O (configuration not stated)	-20%	-25%&2%	-5	12µM*	1	251%[activator]
60	CCc1[nH]nc2c1C(c1ccncc1)C(C#N)=C(N)O2 (configuration not stated)	-8%	0%	-2	6%	-4	/
61	O=c1[nH]nc(-c2cccs2)c2ccccc12	-7%	-5%	6	-2%	-2	10%
62	COc1cc(/C=N/NC(=O)/C(=C/c2ccccc2)CCO)ccc1O	2%	38%[activator]	-3	?	-4	-21%
63	CCOc1c2ccc(C(=O)N[C@H](C)C3CCCCC3)cc2nn1CC	10%	-11%	-3	?	-17	?
